Dynein cargo inh: dynein cargo transport inhibition | 3617.4 mouse cells, GR-EGFP nuclear translocation imaging; test concentration mostly 20 µM; stimulated with dexamethasone, 1 µM; stronger effect = lower value | z-score, hits read low | hit rate 0.47% among 220,000;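 active means plate z-score of nuclear minus cytoplasmic receptor signal below a set negative limit, without overly bright fluorescence or cell loss, cut at about -3.5 in these data, passing the limit was not always enough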;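 further: z-score of nuclear minus cytoplasmic ring GR-EGFP intensity difference per well; some compounds called inactive have numbers as strong as hits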
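Buffer or medium: tet-free, stripped-serum medium; reagent: dexamethasone at 1.0 µM final, 30 min; incubation: 48 h induction, 1 h compound, 30 min dex at 37 °C; measured by: formaldehyde fixation, Hoechst nuclear stain, 10x automated fluorescence imaging; read-out: nuclear-to-cytoplasmic GR-EGFP distribution per well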
P. falciparum M1AAP: P. falciparum M1AAP inhibitors, biochemical, fluorogenic H-Leu-NHMec substrate, 1536-well (AID 1445) | inhibition, % at 30 µM; hits with a dose series show IC50 in µM | recombinant M1AAP, H-Leu-NHMec fluorogenic kinetic assay; higher % means a stronger effect | hit rate 0.42% among 220,000;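 active means primary inhibition above the hit cutoff, then over 50% inhibition at one or more dose response concentrations, cut at about 23% in these data, passing the limit was not always enough; inconclusive means conflicting primary data, or primary hits not chosen for dose response; inactive means low primary inhibition, or under 50% at every dose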;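 further: plate controls were DMSO full reaction for no effect and no enzyme background for full effect; strong numbers were not always called active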
MT stabilizer: stabilizes microtubules in HeLa cells; hit rate 0.83% among 200,000; % tubulin-high responders, % at 10 µM; HeLa tubulin immunostaining HCS, 24 h; share of cells brighter than vehicle mean+2SD;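 active means plate Z-score above 3 for both tubulin-high and condensed-nucleus cell shares, with cell loss under 80%, at 10 µM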;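 further: anti alpha tubulin signal scored within the nucleus-defined area of each cell; some results filed as inactive read as strong as hits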
T cell HTS: modulates CD8 T cell binding to vesicles; calls only at 7 µM; hit rate 0.068% among 330,000; 2C CD8+ T cell-vesicle binding, flow cytometry; stronger effect = lower value;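 active means response, share of CD8 T cells binding vesicles, and their 90th percentile fluorescence all below set limits, cut at about 80% in these data, passing the limit was not always enough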
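Assay system: 2C TCR transgenic mouse naive CD8+ T cells, MACS-purified | Read-out: CD8+ gate FL2 mean fluorescence as % of same-row positive control | Signal: High-throughput flow cytometry with anti-B7-1 and anti-CD8 staining | Timing: Binding step 1.5 h, 37 °C, antibody labelling 20 min, ice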
Yfh1-depleted yeast: enhancers of respiration in Yfh1-depleted yeast, dose response, Friedreich's ataxia, plus single-dose screen (AID 1465) | hit rate 0.074% among 220,000 | S. cerevisiae Yfh1-off respiration, WST-1 reduction, 72 h; higher fold induction means a stronger effect | fold induction at 50 µM, or EC50 in µM where a hit was titrated;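 active means fold induction of absorbance versus untreated yeast above a set limit, then at least 30% activation at any dose in follow-up; inconclusive means repeats straddling the limit, or above it without dose testing; inactive means fold induction below the set limit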;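 further: activators that raise dye reduction in frataxin-depleted yeast; strong numbers were not always called active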
b-catenin transl: beta-catenin nuclear translocation modulation; HeLa beta-catenin nuclear translocation, immunofluorescence imaging; nuclear translocation activity, % at 5 µM; hit rate 0.3% among 190,000; AID 1665;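 active means nuclear translocation activity above 50% at 5 µM, with a well cell count of 50 or more; inconclusive means wells under 50 cells across six images, flagged as toxic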;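 further: per-cell ratio of nuclear to cytoplasmic median beta-catenin stain intensity; plate controls were DMSO negative control for no effect and GSK-3 inhibitor IX positive control for full effect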
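Test system: human HeLa cells, native beta-catenin. Compound dosing: 5 µM primary single dose, 0.1% DMSO, 0.02–20 µM confirmation series. Incubation: compound exposure 24 h at 37°C. Detection: beta-catenin immunostaining with DAPI counterstain, 20x imaging, 6 fields/well. Read-out basis: Nuclear/cytoplasmic beta-catenin signal ratio, % activation.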
Autophagy mod: alters autophagy in cells; AID 463193; MEF GFP-LC3 puncta imaging; test concentration mostly 10 µM; calls only at 10 µM (by protocol); hit rate 0.98% among 190,000;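 active means percentage of spot-positive cells more than 3 SD above its plate mean, without a fluorescence outlier flag or 80% toxicity; inconclusive means no clear call, values can overlap the other calls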;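 further: spot-positive cell cutoff set from DMSO-treated cells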
WT yeast gro inh: growth inhibition of WT yeast, mitochondrial fusion screen; hit rate 2.1% among 190,000; AID 1362; mitochondrial fusion phenotypic screen, WT strain; inhibition, % at 10 µM; in the data active means inhibition above about 58%; tested in S. cerevisiae
M17LAP inhibition: P. falciparum M17LAP inhibitors, primary screen, biochemical, fluorogenic H-Leu-NHMec substrate, 1536-well (AID 1619) | recombinant M17LAP, H-Leu-NHMec fluorogenic kinetic assay; higher % means a stronger effect | inhibition, % at 30 µM, or IC50 in µM where a hit was titrated | hit rate 0.38% among 220,000;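 active means compound inhibiting the enzyme by more than half at any dose during confirmatory dose-response retesting; inconclusive means strong single-dose inhibitors picked by rank but not retested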;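 further: plate controls were full reaction with DMSO carrier for no effect and no enzyme background for full effect; strong numbers were not always called active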
WT yeast gro inh mutant strain: also measured in WT yeast gro inh; calls as there; inhibition, %; mitochondrial fusion phenotypic screen, mutant strain inhibition
Dynein cargo inh cytoplasmic EGFP: recorded beside Dynein cargo inh, whose call it bears; z-score; measured here: cytoplasmic GR-EGFP intensity; stronger effect = higher value
Dynein cargo inh nuclear GR-EGFP: also measured in Dynein cargo inh; calls as there; z-score; measured here: nuclear GR-EGFP intensity;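 lower value marks the stronger effect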
Dynein cargo inh cell count: second read-out of Dynein cargo inh, no call of its own (marks repeat the call); z-score; measured here: cell count per field
b-catenin transl cell count 5 µM: recorded beside b-catenin transl, whose call it bears; cell count; measured here: cell count, cytotoxicity flag
T cell HTS vesicle-bound %: second read-out of T cell HTS, no call of its own (marks repeat the call); double positive events, %; measured here: CD8+ vesicle-bound cell fraction;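 binding gate set so that unloaded-vesicle control wells show 10% double positive cells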
MT stabilizer Hoechst-high %: second read-out of MT stabilizer, no call of its own (marks repeat the call); % Hoechst-high responders; measured here: nuclear condensation Hoechst responders;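 share of cells brighter than vehicle mean plus two SD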
MT stabilizer cytotoxicity %: recorded beside MT stabilizer, whose call it bears; toxicity, %; measured here: cytotoxicity by cell density;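 0% = mean cell density of plate MIN control wells and 100% = no cells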
Autophagy mod cell loss 18 h: also measured in Autophagy mod; calls as there; toxicity, %; measured here: cell loss, nuclei count;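 cell loss after 18 h compound exposure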
An asterisk follows results filed as active; i = inactive; ? = inconclusive; . = not tested or not shown; + = active, no number.

SMILES	Dynein cargo inh	Dynein cargo inh cytoplasmic EGFP	Dynein cargo inh nuclear GR-EGFP	Dynein cargo inh cell count	P. falciparum M1AAP	MT stabilizer	MT stabilizer Hoechst-high %	MT stabilizer cytotoxicity %	T cell HTS	T cell HTS vesicle-bound %	Yfh1-depleted yeast	b-catenin transl	b-catenin transl cell count 5 µM	Autophagy mod	Autophagy mod cell loss 18 h	WT yeast gro inh	WT yeast gro inh mutant strain	M17LAP inhibition
O=C(NCCN1CCN(c2ccccc2)CC1)C1CCN(S(=O)(=O)c2cccc3nsnc23)CC1	0.22	-0.27	0.26	0.17	3%	2.1	2.3	0.6	i	17	i	-0.3	596	i	-8	-2	-3	0%
CC1(C)C(=O)C2(CCCCC2)C(=O)OC1c1cccn1-c1ccc([N+](=O)[O-])cc1 (stereo unspecified)	-0.46	-0.23	-0.19	0.76	-3%	4.2	2.4	3.6	i	26	i	-3.6	1112	i	3	-31	16	6%
O=C(NC(=S)Nc1ccc(N2CCCCC2)cc1)c1cccs1	-0.44	-0.21	-0.52	0.33	9%	3.9	1.5	7.4	i	34	i	-1.5	1067	i	-20	3	4	6%
Oc1[nH]c2ccccc2c1N=Nc1ccccc1	-0.45	-0.21	0.19	-0.61	7%	.	.	.	i	31	i	0.0	1290	.	.	.	.	8%
O=C(N/N=C/C=C/c1ccc2c(c1)OCO2)C(O)c1ccccc1 (stereo unspecified)	-0.6	-0.76	-0.57	-0.29	4%	.	.	.	i	37	i	0.0	1304	.	.	.	.	22%
CCNC(=S)NCc1ccc2c(c1)OCO2	0.23	-0.092	0.3	-0.43	5%	4.3	2.2	5.4	i	42	i	-2.1	564	i	1	-2	5	-7%
CCOc1ccc(C(=O)Nc2ccc(NC(=O)c3ccco3)c(Cl)c2)cc1Br	-0.46	-0.3	-0.12	0.56	4%	3.8	3.2	8.6	i	32	i	-1.1	1414	i	7	14	1	6%
C#CCn1c(=NC(=O)c2cc(-c3cccs3)nc3ccccc23)sc2cc(S(N)(=O)=O)ccc21	-0.94	0.78	-0.63	0.32	7%	11	4.6	6.5	i	15	i	0.6	976	i	-12	4	-35	-5%
Cc1ccc(Nc2nc(-c3ccc(C)cc3)c(CC(=O)O)s2)cc1	0.87	-0.32	0.68	0.05	5%	3.4	2.7	6.0	i	28	i	-1.8	1074	i	8	25	25	1%
CCOC(=O)CSc1nc(-c2ccccn2)ncc1OC	0.068	-0.27	-0.066	0.92	-2%	2.5	1.0	2.5	i	40	i	-0.8	1119	i	8	22	-6	-1%
COc1cccc(C2(O)CCN(C(=O)Cc3cccnc3)CC2)c1	-0.97	-0.2	-1.1	0.37	7%	2.6	1.6	5.5	i	44	i	2.3	1374	i	0	-5	-3	6%
S=c1[nH]c2ncccc2o1	-0.25	-0.2	0.087	0.16	-4%	2.7	2.1	13	i	10	i	-2.9	1200	i	76	-6	-35	34%
CCOc1ccc(S(=O)(=O)NN)cc1	-0.49	-0.073	0.0041	-0.27	1%	1.8	1.7	6.8	i	38	i	1.9	989	i	0	.	.	-1%
COc1ccc(C(C)(C)C)cc1NC(=O)CNc1cccc2ccccc12	-0.14	-0.23	0.13	-0.26	-4%	6.8	2.5	1.6	i	28	i	-0.7	1051	i	8	55	1	-3%
Cc1cc([N+](=O)[O-])nn1CC(=O)N1CCOCC1	-1.3	-0.32	-0.6	1.2	-4%	2.1	1.4	6.5	i	62	i	-5.4	1092	i	10	-13	-16	-3%
COc1ccc(CCNC(=O)NC2CCCCC2)cc1	-0.69	-0.046	-0.093	-0.45	3%	1.3	1.3	4.6	i	19	i	-2.0	548	i	4	-8	7	-1%
CC(C)NC(=O)C1CCN(C2CCN(C(=O)/C=C/c3cccs3)CC2)CC1	-0.15	-0.23	0.35	0.91	8%	.	.	.	i	41	i	1.0	1322	.	.	.	.	4%
CCOC(=O)NN1C(=O)c2ccccc2NC1c1ccc(OC)c(OC)c1 (stereo unspecified)	-1.6	0.46	-0.12	1.1	1%	1.5	1.7	1.9	i	19	i	-0.7	570	i	8	5	13	-29%
C=CCSc1nc(N(CC)CC)c2sccc2n1	0.52	-0.23	-0.034	0.066	4%	1.6	1.4	6.0	i	51	i	-0.5	1344	i	1	2	9	-17%
O=C(NC1c2ccccc2-c2ccccc21)c1ccccc1	-0.53	-0.21	-0.21	0.58	3%	3.5	2.3	0.6	i	61	i	-1.6	1171	i	9	-10	4	-17%
Cc1ccc(C(=O)N/N=C/c2ccc3c(c2)OCO3)o1	-0.5	-0.29	-0.63	0.82	10%	4.0	3.7	8.5	i	45	i	0.1	1003	i	-12	6	9	25%
Cc1nonc1C(=O)N/N=C/c1cccc(O)c1	0.43	-0.081	0.42	-1	3%	7.4	1.2	6.8	i	46	i	-0.5	988	i	-2	11	2	2%
O=C(Cc1cccs1)Nc1cccc(-c2ccc3nncn3n2)c1	-0.2	-0.14	-0.051	0.048	5%	2.2	2.6	4.2	i	53	.	0.1	1067	i	-10	-5	4	1%
CCCCn1c(-c2sccc2C)n[nH]c1=S	-0.53	-0.16	-0.099	0.36	2%	5.2	1.8	7.1	i	46	i	-0.8	1087	i	-9	1	8	1%
Cc1c(C#N)c(O)n(CCO)c(=O)c1N=Nc1ccc(S(N)(=O)=O)cc1	1.8	-0.29	1.1	-0.7	6%	2.9	1.6	4.5	i	11	?	4.6	427	i	16	7	2	7%
Nc1nc(-c2ccc(Cl)cc2)nn1C(=O)c1ccco1	0.96	-0.14	0.75	-0.083	6%	3.1	3.0	10	i	58	i	-2.6	1050	i	4	5	-17	-10%
CCOC(=O)/C=C1\SCC(=O)N1CC(=O)NCCc1ccc(F)cc1	0.5	-0.35	-0.29	-0.069	3%	2.5	3.4	3.1	i	37	i	-0.7	1108	i	-3	-5	-2	-1%
Cc1ccc(SC(C)C(=O)NC(N)=O)c(C)c1 (stereo unspecified)	1	-0.11	0.44	0.33	4%	2.5	1.1	0.7	i	11	i	-0.3	1020	i	-10	-8	-14	15%
COC1(NC(=O)c2ccccc2)C(C)=CC(=O)C=C1C	-0.32	-0.33	0.33	0.089	-7%	1.9	1.1	5.1	i	64	i	1.9	1101	i	2	9	12	-8%
CC(C)N(Cc1ccccc1)C(=S)Nc1cccnc1	0.92	-0.33	1.2	-0.76	-2%	2.5	2.2	0.1	i	37	i	-3.9	1055	i	1	17	9	-5%
NC(=O)[C@@H]1CCCNc2c(I)cc([N+](=O)[O-])cc2C(=O)N[C@@H](CO)C(=O)N[C@@H](Cc2ccc(O)cc2)C(=O)N1	-0.00021	-0.32	0.29	0.73	14%	1.7	2.5	9.0	i	31	i	-3.4	585	i	14	1	-12	-4%
O=S(=O)(c1ccc(F)cc1)N1CCN(Cc2ccccc2C(F)(F)F)CC1	-0.27	-0.1	0.1	0.53	0%	2.8	2.8	4.1	i	52	i	0.6	1133	i	9	30	10	3%
CCCCN(C)Cc1c(O)ccc2c(-c3ccccc3)cc(=O)oc12	1.5	-0.0083	1.3	-0.94	4%	3.5	2.0	36	i	8	i	.	.	i	8	14	6	-4%
CCOCCCNC(=O)C(NC(=O)c1ccc(=O)[nH]c1)c1ccc(Cl)cc1 (stereo unspecified)	-0.15	-0.15	-0.057	-0.32	10%	3.0	2.0	4.2	i	40	i	.	.	+	45*	-4	7	2%
O=C(Nc1ccc2c(c1)OCCO2)c1ccccn1	-1.2	-0.33	-0.85	0.55	2%	2.8	2.9	6.9	i	52	i	-2.7	1145	i	-12	30	31	2%
O=C(Cn1nnc(-c2ccccc2F)n1)Nc1ccc(S(=O)(=O)NC2CCCC2)cc1	1.3	-0.16	0.26	-0.26	6%	1.5	1.9	2.2	i	6	i	-1.8	1159	i	12	-20	6	-3%
CCN(CC)S(=O)(=O)c1ccc(F)c(C(=O)NCCCN2CCOCC2)c1	0.42	-0.19	1	0.45	-7%	1.5	3.2	14	i	62	i	0.5	1246	i	17	39	10	-8%
Cc1ccc(-c2ccc(SCC(=O)c3ccccc3)nn2)cc1	-1.1	-0.26	-0.47	1.1	-3%	5.0	2.7	4.9	i	35	i	-0.9	1057	i	27	23	-3	2%
Cc1ccc(C(C(=O)NC2CCCCC2)N(C(=O)CCCC(=O)Nc2ccccn2)c2ccc3c(c2)OCCO3)cc1 (stereo unspecified)	-0.38	-0.17	-0.001	0.93	9%	3.8	1.6	8.2	i	61	i	0.3	824	i	-3	-1	-4	1%

Rows are unselected; 4.4% or so of the library scored in one or more.
